Bioassay records deposited in PubChem BioAssay by The Scripps Research Institute Molecular Screening Center.
V1aR counter = counter-screen for oxytocin receptor agonists: human V1a receptor agonists | P37288 | CHO-V1R cells, Fluo-8 calcium fluorescence, agonist mode; 0% DMSO, 100% 3 nM vasopressin | activation, % at 3 µM | 0.25% of 320,000 active;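 active = activation above the mean activation of all tested compounds plus 3 SD, per screening run, cut at about 20% in these data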;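 also: signal is peak over basal fluorescence ratio across a 100 second FLIPR read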
Target sequence (P37288 whole entry, looked up): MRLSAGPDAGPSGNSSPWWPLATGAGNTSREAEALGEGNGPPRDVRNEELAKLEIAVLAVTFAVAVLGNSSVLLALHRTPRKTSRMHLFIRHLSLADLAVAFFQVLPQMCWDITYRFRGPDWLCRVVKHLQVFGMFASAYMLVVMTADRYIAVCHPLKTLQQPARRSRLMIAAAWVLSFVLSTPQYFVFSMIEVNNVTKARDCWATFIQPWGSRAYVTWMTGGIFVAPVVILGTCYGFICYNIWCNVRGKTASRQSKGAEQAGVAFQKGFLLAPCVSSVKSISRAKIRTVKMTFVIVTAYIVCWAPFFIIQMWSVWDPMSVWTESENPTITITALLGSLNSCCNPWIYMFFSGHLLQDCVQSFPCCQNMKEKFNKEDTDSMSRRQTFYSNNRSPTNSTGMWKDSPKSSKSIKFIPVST
TAAR1 ag = agonists of human TAAR1 | CHO RD-HGA16 TAAR1, Fluo-8 calcium fluorescence; vehicle wells 0%, saturating PEA agonist 100% | 0.99% of 360,000 active | activation, % at 3 µM | Q96RJ0;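 active = activation above the mean activation of all test compounds in the run plus 3 SD, cut at about 38% in these data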
Target sequence (Q96RJ0 whole entry, looked up): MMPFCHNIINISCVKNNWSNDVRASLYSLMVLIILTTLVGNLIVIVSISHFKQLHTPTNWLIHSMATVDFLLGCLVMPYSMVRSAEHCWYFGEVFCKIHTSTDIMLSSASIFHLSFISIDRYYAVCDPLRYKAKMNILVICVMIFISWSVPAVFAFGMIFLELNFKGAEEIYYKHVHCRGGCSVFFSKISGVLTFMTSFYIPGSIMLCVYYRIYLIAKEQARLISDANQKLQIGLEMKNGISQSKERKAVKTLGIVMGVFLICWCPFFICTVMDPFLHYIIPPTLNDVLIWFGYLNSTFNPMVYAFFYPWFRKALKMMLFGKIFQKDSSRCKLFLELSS
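System: CHO-derived RD-HGA16 cells with stable Gα16 and human TAAR1. Times: 17-24 h plating, Fluo-8 75 min 37 °C, 30 min RT. Measured by: calcium-sensitive Fluo-8 signal, excitation 470-495, emission 515-575 nm. Read-out basis: % activation relative to PEA EC100 response. Control set: DMSO and PEA EC100. Repeats: no replicates (n 1).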
M1 PAM parental = counter-screen for M1 PAMs: effect in parental CHO-K1 cells. ATP EC20, Fluo-8 calcium fluorescence; 0% at ATP EC20, 100% at ATP max. activation, % at 3 µM. 0.02% of 360,000 active. AID 602247;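 active = activation above the run cutoff, the mean activation of all test compounds plus 3 SD, cut at about 40% in these data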;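 also: peak over basal fluorescence ratio in a 140 s read after ATP addition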
TAAR1 antag = antagonists of human TAAR1; CHO RD-HGA16 TAAR1, Fluo-8 calcium fluorescence, antagonist; 1.5% of 360,000 active; inhibition, % at 3 µM;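 active = inhibition above a per-plate cutoff, the mean inhibition of test compounds on that plate plus 3 SD, cut at about 49% in these data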;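 also: 0% = DMSO plus EC80 beta-PEA response and 100% = DMSO alone without agonist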
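Test system – hTAAR1-expressing CHO RD-HGA16 cells, Gα16-coupled · Reagent – β-PEA at EC80 concentration, post-compound challenge · Compound dosing – 3 µM, single point · Timing – 140 s kinetic read after compound, 140 s after agonist · Detection – Fluo-8 intracellular calcium dye fluorescence, real-time kinetic reads · Control set – DMSO and EC80 PEA controls · Repeats – n of 1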
OXTR potentiator = human OXTR potentiation. P30559. CHO-OTR cells, Fluo-8 calcium fluorescence, potentiator mode; 0% = oxytocin EC15, 100% = EC100. activation, % at 3 µM. 0.061% of 320,000 active;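 active = activation above that plate's cutoff, the mean activation of tested compounds plus 3 SD, cut at about 6.6% in these data, passing the limit was not always enough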;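 also: 100% uses oxytocin at 75 nM as the full agonist control; some results filed as inactive read as strong as hits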
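assay system = CHO-OTR cells, human receptor | schedule = compound 6 min at room temperature before oxytocin, 100 s read | detection = Fluo-8 intracellular calcium fluorescence, ex 470-495, em 515-575 nm | evaluation = normalized max/min fluorescence ratio, % activation | control set = EC15 oxytocin alone as 0%, 75 nM oxytocin (EC100) as 100%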
CHO-K1 Ca antag = counter-screen for M1 antagonists: effect in parental CHO-K1 cells; inhibition, % at 3 µM; AID 602250; 0.6% of 360,000 active; ATP-induced calcium, Fluo-8 fluorescence;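 active = inhibition above a per-plate cutoff, the plate's mean sample inhibition plus 3 SD, cut at about 24% in these data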;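 also: 0% = DMSO plus EC80 ATP and 100% = DMSO alone without ATP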
CHRM1 agonist = agonists of human M1 muscarinic receptor. AID 588814. P11229. activation, % at 3 µM. 0.33% of 360,000 active. CHO-K1 hM1, Fluo-8 calcium fluorescence, agonist mode; 0% DMSO, 100% acetylcholine EC100;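 active = activation above the run's mean compound activation plus 3 SD, cut at about 16% in these data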;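 also: peak over basal fluorescence ratio within a 140 s kinetic read after compound addition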
M1 ag parental = counter-screen for M1 agonists: effect in parental CHO-K1 cells | Fluo-8 calcium fluorescence; scaled to maximal ATP response, vehicle zero | activation, % at 3 µM | 0.48% of 360,000 active; in the data active = activation above about 15%;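 also: untransfected CHO-K1 host cells lacking M1 receptor as counterscreen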
CHO parental Ca = signal in parental CHO cells, OX1R antagonist counter-screen; inhibition, % at 5.6 µM; 0.63% of 330,000 active; parental CHO-K1, ATP-induced calcium, Fluo-8 fluorescence;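 active = inhibition above that plate's mean sample inhibition plus 3 SD, cut at about 26% in these data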;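 also: 0% = ATP-challenged DMSO wells and 100% = DMSO wells without ATP; some compounds past the cut are filed as inactive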
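material = parental CHO cells | also added = ATP as calcium-mobilizing challenge | dosing = single point at 5.6 µM | detection = intracellular calcium via Fluo-8 no-wash fluorescent dye | read-out = % inhibition | benchmarks = low control ATP plus DMSO, high control DMSO only | repeats = one well per compound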
* hit, by the source's call; nt = not tested or not shown.

Screens in order: V1aR counter	CHO parental Ca	M1 ag parental	TAAR1 ag	M1 PAM parental	CHRM1 agonist	CHO-K1 Ca antag	OXTR potentiator	TAAR1 antag
O=C(O)c1ccc2c(c1)C1C=CCC1C(c1cc3c(cc1Br)OCO3)N2 (configuration not stated)
 : -1.2	-9	-0.4	7	16	-1	-11	-4	8
O=C(CCl)N1CCN(C(=O)C2COc3ccccc3O2)CC1 (configuration not stated)
 : 2.2	-5	0.6	2	-20	-5	-14	-6	-2
COc1cccc(/C=N/N2CCN(c3ccncc3S(=O)(=O)N3CCCCC3)CC2)c1
 : 0.1	-10	0.2	3	10	-5	-7	-3	-5
Cc1cc2oc(=O)cc(Cn3ccnc3)c2cc1O
 : nt	nt	-0.1	nt	5	-1	1	nt	nt
COc1ccc(C(=O)n2cc(C(C)=O)c3ccccc32)cc1
 : 0.8	0	0.3	3	18	-1	-14	-6	9
CC(=O)Nc1cccc(-c2csc(C(O)c3ccccc3)n2)c1 (configuration not stated)
 : nt	nt	3.0	4	5	2	0	nt	-16
CCCCSc1nc(N)c(NC(=O)c2ccco2)c(=O)[nH]1
 : 0.1	8	0.2	2	18	-3	-9	-5	-10
S=C(Nc1ccccc1)N1CCn2cccc2C1c1cccnc1 (configuration not stated)
 : -0.3	-10	0.6	4	18	-6	-4	-7	-9
O=C(O)CCn1c(SCc2ccccc2)nc2ccccc21
 : 0.3	2	0.2	12	-13	-1	4	-4	-5
Cc1nnc(NC(=O)CSc2nnc(-c3ccoc3C)n2CC(C)C)s1
 : 0.4	-24	0.5	6	26	-4	-11	-9	-3
COc1cc(C(=S)N2CCOCC2)cc(OC)c1OC(=O)Cc1ccc(F)cc1
 : 2.7	-15	0.9	4	-5	-3	7	1	17
O=C(Nc1cccc(F)c1)C1CCCCC1
 : -0.2	-7	-0.1	1	-12	-9	-5	2	-1
COC(=O)CNc1c(-c2ccccn2)nc2ccc(Br)cn12
 : 0.3	-19	0.6	2	8	0	-2	-14	3
O=C(COc1ccc(F)cc1Br)NCc1nnc2ccccn12
 : 6.1	-14	0.3	0	-5	-2	9	1	1
CCOC(=O)C=C1CCN(c2ncc(C(F)(F)F)cc2Cl)CC1
 : 0.2	-2	-0.2	3	-1	-3	3	5	-1
Nc1ccc2c3c(cccc13)CC2
 : 46*	60*	14	18	14	12	12	-8	32
O=C(CCN1C(=O)C2C3C=CC(C3)C2C1=O)NCCc1ccccc1Cl (configuration not stated)
 : -0.1	-11	0.0	18	0	-4	-6	-19	37
CC/C(=N\NC(=O)COc1ccc(Br)cc1)c1ccc(OC)c(OC)c1
 : 0.2	-5	0.6	-1	4	-4	-15	2	-8
Cc1ccc(SCC(=O)Nc2ccc(N3CCOCC3)cc2)cc1
 : 1.2	7	0.5	6	17	-5	-2	-5	-4
c1c2c(cc3sc(N4CCOCC4)nc13)OCO2
 : 1.2	-11	0.2	4	18	-4	1	-7	-1
COc1ccccc1N1C(=O)c2cccc3c(C(=O)O)ccc(c23)C1=O
 : 0.3	-2	-0.1	0	11	-2	-6	5	13
COc1ccc(NC(=O)CNC(=O)Cn2cnc3sc(C)c(C)c3c2=O)cc1OC
 : 0.5	-11	-0.1	1	19	-1	-12	-4	0
COc1ccc(S(=O)(=O)N2CN(CCc3ccc(OC)c(OC)c3)c3nc4ccccc4nc32)cc1
 : 0.9	-2	-0.3	0	2	-7	6	-4	3
O=C(COc1ccc(C2SCCS2)cc1)Nc1ccc(Cl)cc1
 : 4.7	0	1.4	5	-11	-2	-4	-11	-16
Cc1ccsc1C(=O)N1CCCC(CCC(=O)NCc2ccc(F)c(F)c2)C1 (configuration not stated)
 : -0.9	-23	0.4	-4	-19	-3	6	0	0
CCOC(=O)C1=C(N)OC2=C(C(=O)CCC2)C1c1ccccc1OC (configuration not stated)
 : 4.0	-24	-0.3	5	8	-4	-2	-8	-17
Cc1nc2cc(NC(=O)Nc3ccc(N4CCOCC4)cc3)ccc2n1C
 : 0.4	2	0.6	13	20	-4	-14	-1	-8
O=C(Nc1ncn[nH]1)c1ccc(Cl)c(Cl)c1
 : nt	nt	0.0	0	-10	-2	10	nt	-8
CCCCN(C(=O)CC1CCCC1)c1c(N)n(CCC)c(=O)[nH]c1=O
 : 5.2	-23	-0.4	2	13	-3	-20	-3	-1
CCOC(=O)c1nc(Nc2ccc(C)cc2)c2ccccc2n1
 : -0.7	-22	1.1	3	-8	0	18	-11	10
CC(=O)N1CCN(CC(=O)Nc2cccc(S(=O)(=O)N3CCCCC3)c2)CC1
 : 1.6	-19	0.8	2	-10	-4	-5	-1	-18
CCCNC(=O)c1onc(CSc2ccc(F)cc2)c1C(=O)NCCOC
 : 0.2	3	0.4	-1	8	-6	-10	-3	5
O=[N+]([O-])c1ccc(N2CCN(S(=O)(=O)c3ccc(Cl)cc3)CC2)cc1NCC1CCCO1 (configuration not stated)
 : 0.7	-7	1.1	3	20	-3	-20	2	-20
O=C(CN(Cc1ccc(F)cc1)C(=O)c1ccco1)NCc1ccc(F)cc1
 : 3.0	-12	3.0	14	14	3	-5	-3	-14
COc1ccccc1NS(=O)(=O)c1ccc(C)c(NC(=O)NC2CCCCC2)c1
 : 4.9	-19	5.9	16	-7	-3	-1	-15	16
Nc1cc([N+](=O)[O-])ccc1OCc1ccccc1
 : nt	nt	5.2	0	12	-3	6	nt	3
O=C(CSc1nnc(-c2ccco2)n1Cc1ccco1)Nc1ccccc1
 : -0.9	-6	0.7	1	11	-2	-2	-12	-9
O=C(CN1CCN(c2ccccn2)CC1)Nc1ccc(F)c(F)c1
 : 1.2	-4	1.0	6	-5	-5	-2	-3	-8
Cn1c(/C=C/c2cccc([N+](=O)[O-])c2)c([N+](=O)[O-])c(=O)n(C)c1=O
 : 0.1	-10	-0.3	-2	6	-5	0	-4	0
O=C(OCc1cn([C@@H]2C[C@H](c3ccc(Cl)cc3)N(C(=O)C3CCCCC3)C[C@H]2O)nn1)c1ccccc1
 : nt	nt	0.2	6	14	1	3	nt	42
Cc1cc(C)cc(NC(=O)CSc2nnc(CN3CCOCC3)n2C)c1
 : -0.4	0	0.5	2	16	-4	-13	-4	1
O=C(CN1CCC(n2nnc3cc(F)ccc32)CC1)Nc1ccc2c(c1)CCC2
 : 0.4	-7	4.8	13	14	-5	-17	-15	-2
CC(=O)Nc1ccc(S(=O)(=O)NCC(=O)OCC(=O)N2CCCCCC2)cc1
 : 1.0	6	0.2	1	6	-2	-10	1	-4
Cc1ccc(NC(=O)CC(C)N2CCCC2)cc1 (configuration not stated)
 : 0.2	-4	0.4	3	8	-6	10	-10	6
CCOC(=O)N1CCN(Cc2nc3cc(NC(=O)CC(C)C)ccc3n2CC)CC1
 : 0.1	1	1.5	0	6	-9	-4	-2	-8
O=C(c1ccc(C(F)(F)F)cc1)N1CCC(=O)N(C(CO)Cc2ccccc2)CC1 (configuration not stated)
 : 0.5	-7	0.1	6	8	3	-16	0	-9
CCCSc1nc(N2CCOCC2)c2c(c1C#N)CCCC2
 : 1.1	19	-0.1	7	9	-3	-8	-15	13
CCN1CCN(S(=O)(=O)c2cccc([N+](=O)[O-])c2)CC1
 : 1.1	2	0.0	11	10	-3	-5	-1	-8
O=C(Nc1ccnn1C1CCN(CC(O)CO)CC1)C1CCCC1 (configuration not stated)
 : nt	nt	0.5	7	4	-2	3	nt	-24
Cc1cc(=O)[nH]c(CN2CCC(c3ccccc3)CC2)n1
 : 0.6	-14	-0.6	1	-18	-6	20	-9	-2
O=C(c1ccccc1Cl)N1CCN(Cc2ccc3c(c2)OCO3)CC1
 : 0.6	-8	0.1	4	7	-4	24	3	1
N#C/C(=C\c1cn(CCOc2ccccc2)c2ccccc12)C(=O)NCc1cccs1
 : 0.3	-15	0.3	6	19	-4	-1	-9	7
CCN(CC)c1ccc(/C=N/NC(=O)Cc2nnc(NC(=O)Nc3ccccc3)s2)cc1
 : 0.7	-12	-0.5	57*	8	-7	4	-7	21
CCOC(=O)c1c(NC(=O)c2cc(-c3cccc(O)c3)on2)sc(C(C)=O)c1C
 : -0.8	-1	-0.1	2	-9	-2	13	-5	-7
CCCCN(C)C(=O)c1ccc2c(c1)S(=O)(=O)c1ccccc1C2=O
 : 1.7	-6	0.9	1	-3	0	-5	3	-4
COCCc1ccc(OC2(C)CCN(Cc3cccc(OCOC)c3)C2)cc1 (configuration not stated)
 : nt	nt	0.8	5	19	-7	-9	nt	-15
Cc1ccc(N2CCN(S(=O)(=O)c3ccc4c(c3)n(C)c(=O)c(=O)n4C)CC2C)cc1 (configuration not stated)
 : -1.1	-4	-0.5	3	2	-6	2	1	-19
Cc1c(CCOC(=O)c2cccc([N+](=O)[O-])c2)sc[n+]1CC(=O)c1ccccc1
 : -0.5	-18	1.3	4	13	-5	-18	-4	8
Cc1ccc(N(C)C(=O)N2CCN(c3ccccn3)CC2)cc1
 : -0.6	-10	1.3	1	18	-4	-18	-8	-15
CCN(CC)C(=O)CC(c1cc(OC)c(OC)c(OC)c1)c1c(OC)cc(OC)c2ccc(=O)oc12 (configuration not stated)
 : 0.4	-26	0.2	9	3	-4	-9	5	-8

Only CHO-K1 Ca antag, for some of the entries so far:
smiles	CHO-K1 Ca antag
CCN(CC)C(=O)CC(c1cc(OC)c(OC)c(OC)c1)c1c(OC)cc(OC)c2ccc(=O)oc12 (configuration not stated)	-9
COCCc1ccc(OC2(C)CCN(Cc3cccc(OCOC)c3)C2)cc1 (configuration not stated)	-9

Further results follow.
Screens in order: V1aR counter	CHO parental Ca	M1 ag parental	TAAR1 ag	M1 PAM parental	CHRM1 agonist	CHO-K1 Ca antag	OXTR potentiator	TAAR1 antag
COc1ccc(C(=O)N/N=C/c2cn[nH]c2-c2ccc(OC)cc2OC)cc1
 : 1.1	-7	2.1	2	11	-7	2	3	8
CCOc1cc2c(cc1OCC)C(C(=O)O)C(c1ccc(OC)c(O)c1)N(C)C2=O (configuration not stated)
 : 0.0	-3	0.1	12	3	-4	4	-6	16
COc1ccc(Cl)cc1NC(=O)CN(C)C(=O)CCNC(=O)c1ccccc1OC
 : 0.6	-21	-0.2	3	1	-5	12	1	-5
CCCC1C(=O)Nc2ccccc2N1C(=O)c1ccc(C(C)(C)C)cc1 (configuration not stated)
 : -0.5	-7	-0.9	1	11	-6	-19	-20	15
CN(C)c1ccc(N/C(N)=N/c2nc(C(F)(F)F)cc(C(F)(F)F)n2)cc1
 : 1.0	-19	0.5	16	25	3	-26	-1	8

Hits appear at their usual frequency; any-hit rate near 3.3%.
